Screening results: PubChem BioAssay, The Scripps Research Institute Molecular Screening Center
CHO-K1 Ca ag = nonselective activator or artifact in parental CHO-K1 cells; Fluo-8 calcium fluorescence; scaled to maximal ATP response, vehicle zero; hit rate 0.48% among 360,000; activation, % at 3 µM; in the data active means activation above about 15%;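 further: untransfected CHO-K1 host cells lacking M1 receptor as counterscreen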
CHRM1 agonist = human M1 muscarinic receptor agonism; P11229; CHO-K1 hM1, Fluo-8 calcium fluorescence, agonist mode; 0% DMSO, 100% acetylcholine EC100; activation, % at 3 µM; hit rate 0.33% among 360,000; AID 588814;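 active means activation above the run's mean compound activation plus 3 SD, cut at about 16% in these data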;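 further: peak over basal fluorescence ratio within a 140 s kinetic read after compound addition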
TAAR1 antag = antagonists of human TAAR1 | Q96RJ0 | CHO RD-HGA16 TAAR1, Fluo-8 calcium fluorescence, antagonist | inhibition, % at 3 µM | hit rate 1.5% among 360,000 | AID 624466;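 active means inhibition above a per-plate cutoff, the mean inhibition of test compounds on that plate plus 3 SD, cut at about 49% in these data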;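 further: 0% = DMSO plus EC80 beta-PEA response and 100% = DMSO alone without agonist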
Target sequence (Q96RJ0 whole entry, looked up): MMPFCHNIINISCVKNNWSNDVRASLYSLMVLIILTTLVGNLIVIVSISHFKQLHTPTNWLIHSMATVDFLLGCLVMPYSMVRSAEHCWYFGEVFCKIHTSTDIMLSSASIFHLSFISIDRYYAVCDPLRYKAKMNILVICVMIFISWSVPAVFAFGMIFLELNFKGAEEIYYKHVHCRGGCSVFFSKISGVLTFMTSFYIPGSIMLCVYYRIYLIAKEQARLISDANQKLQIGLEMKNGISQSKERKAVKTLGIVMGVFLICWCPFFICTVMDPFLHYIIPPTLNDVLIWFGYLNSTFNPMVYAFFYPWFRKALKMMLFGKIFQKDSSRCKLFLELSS
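test system = CHO RD-HGA16 cells bearing hTAAR1 | replication = singlicate | controls = DMSO-only wells and EC80 β-PEA-stimulated wells | reagent = EC80 β-phenethylamine stimulus | read-out basis = percent inhibition of PEA-evoked calcium signal, max/basal emission ratio | schedule = seeding 17-24 h prior, 75-min 37 °C, 30-min RT dye loading | signal = kinetic Fluo-8 calcium fluorescence measurement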
OXTR potentiate = potentiators of human oxytocin receptor | P30559 | CHO-OTR cells, Fluo-8 calcium fluorescence, potentiator mode; 0% = oxytocin EC15, 100% = EC100 | activation, % at 3 µM | hit rate 0.061% among 320,000;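 active means activation above that plate's cutoff, the mean activation of tested compounds plus 3 SD, cut at about 6.6% in these data, passing the limit was not always enough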;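 further: 100% uses oxytocin at 75 nM as the full agonist control; some results filed as inactive read as strong as hits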
Target sequence (P30559 whole entry, looked up): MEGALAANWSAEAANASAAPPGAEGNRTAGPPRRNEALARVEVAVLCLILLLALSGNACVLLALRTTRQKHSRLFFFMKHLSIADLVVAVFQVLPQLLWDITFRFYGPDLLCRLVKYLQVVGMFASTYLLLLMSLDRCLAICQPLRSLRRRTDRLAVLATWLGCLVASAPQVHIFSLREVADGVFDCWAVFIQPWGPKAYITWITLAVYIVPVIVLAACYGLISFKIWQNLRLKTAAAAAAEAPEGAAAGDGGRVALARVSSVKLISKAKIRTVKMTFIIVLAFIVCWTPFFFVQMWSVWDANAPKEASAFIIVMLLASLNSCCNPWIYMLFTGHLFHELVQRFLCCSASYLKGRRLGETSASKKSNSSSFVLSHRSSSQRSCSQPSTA
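assay system = CHO-OTR cells, human receptor | schedule = compound 6 min at room temperature before oxytocin, 100 s read | detection = Fluo-8 intracellular calcium fluorescence, ex 470-495, em 515-575 nm | evaluation = normalized max/min fluorescence ratio, % activation | control set = EC15 oxytocin alone as 0%, 75 nM oxytocin (EC100) as 100%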
TAAR1 ag = human TAAR1 agonism. Q96RJ0. CHO RD-HGA16 TAAR1, Fluo-8 calcium fluorescence; vehicle wells 0%, saturating PEA agonist 100%. activation, % at 3 µM. hit rate 0.99% among 360,000. AID 624467;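 active means activation above the mean activation of all test compounds in the run plus 3 SD, cut at about 38% in these data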
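Assay system: CHO-derived RD-HGA16 cells with stable Gα16 and human TAAR1; timing: 17-24 h seeding, 75 min 37 °C dye, 30 min RT; read-out: % activation from peak over basal fluorescence ratio, DMSO-to-PEA scaled; measured by: kinetic Fluo-8 calcium fluorescence; benchmarks: low control DMSO, high control PEA (EC100); doses: 3 µM single concentration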
M1 PAM parental = nonselective activator or artifact in parental CHO-K1 calcium assay; ATP EC20, Fluo-8 calcium fluorescence; 0% at ATP EC20, 100% at ATP max; activation, % at 3 µM; hit rate 0.02% among 360,000;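 active means activation above the run cutoff, the mean activation of all test compounds plus 3 SD, cut at about 40% in these data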;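 further: peak over basal fluorescence ratio in a 140 s read after ATP addition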
CHO parental Ca = signal in parental CHO cells, OX1R antagonist counter-screen. parental CHO-K1, ATP-induced calcium, Fluo-8 fluorescence. hit rate 0.63% among 330,000. inhibition, % at 5.6 µM;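 active means inhibition above that plate's mean sample inhibition plus 3 SD, cut at about 26% in these data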;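 further: 0% = ATP-challenged DMSO wells and 100% = DMSO wells without ATP; some compounds past the cut are filed as inactive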
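Measured by: calcium-sensitive Fluo-8 fluorescence / Test system: CHO parental line / Controls: ATP-challenged DMSO wells low, unchallenged DMSO wells high / Measure: % inhibition / Compound: single nominal dose of 5.6 µM per compound / Replicates: single well per compound, no replicates / Reagent: ATP as calcium-mobilizing challenge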
CHRM1 antagonist = blocks human M1 muscarinic receptor; P11229; CHO-K1 hM1, Fluo-8 calcium fluorescence, ACh EC80 antagonist; inhibition, % at 3 µM; hit rate 1.3% among 360,000;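 active means percent inhibition above its own plate's cutoff, namely the mean of that plate's compound wells plus 3 SD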;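 further: peak over basal fluorescence ratio during 140 s after agonist addition; 0% = ACh EC80 plus DMSO and 100% = DMSO alone without agonist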
CHO-K1 Ca antag = M1 antagonist counterscreen hit in parental CHO-K1 cells; AID 602250; inhibition, % at 3 µM; ATP-induced calcium, Fluo-8 fluorescence; hit rate 0.6% among 360,000;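 active means inhibition above a per-plate cutoff, the plate's mean sample inhibition plus 3 SD, cut at about 24% in these data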;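 further: 0% = DMSO plus EC80 ATP and 100% = DMSO alone without ATP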
* = called active by the depositor; / = no result given; & = joins results of further samples.

SMILES	CHO-K1 Ca ag	CHRM1 agonist	TAAR1 antag	OXTR potentiate	TAAR1 ag	M1 PAM parental	CHO parental Ca	CHRM1 antagonist	CHO-K1 Ca antag
COC(=O)c1sc(-c2ccc(Cl)cc2)cc1NC(=O)COCC(=O)O	-0.1	1	16	-2	12	5	5	-6	-5
O=C(Nc1cccc(Cl)c1)c1ccc2c(c1)OCCO2	-0.1	-4	4	-9	4	-11	-8	-6	-6
COc1ccc(CCCNC(=O)C2CCC(=O)N(Cc3ccccc3F)C2)cc1 (stereo not given)	2.6	-1	-19	-9	19	3	-8	-11	-1
CC(NC(=O)C(=O)N1CCOCC1)C(c1cccs1)N1CCN(c2ccccc2)CC1 (stereo not given)	-0.1	-1	8	-7	2	-7	-16	-16	9
COc1ccc([N+](=O)[O-])c(OC)c1C(=O)NC(=O)Nc1c(F)cc(F)cc1F	-0.1	-3	-8	2	2	13	-12	-4	-15
COc1ccc(CNC(=O)C(C)n2nc(C)n3c(cc4occc43)c2=O)cc1 (stereo not given)	0.2	-1	-26	-4	0	-9	-18	-8	0
COc1cc(NC(=O)C(C)N2CCN(C(=O)C3CC3)CC2)cc(OC)c1 (stereo not given)	0.5	-4	-12	-6	0	12	10	-22	-16
Cc1ccc(S(=O)(=O)NCCN2CCOCC2)c(C)c1	0.3	-3	-21	-5	0	-7	2	-6	-11
Cc1cccc(-n2c(=O)cc(N3CCN(c4ccc(F)cc4)CC3)[nH]c2=O)c1	0.7	-3	-8	2	2	17	-11	-16	-4
Cc1cc(-c2nnc(SCC(=O)Nc3ccc(C(F)(F)F)cc3)n2C)no1	0.2	-3	-23	-12	1	7	-4	0	-2
COCCn1c(SCC(=O)NNC(=O)c2ccccc2)nc2ccccc2c1=O	-0.5	0	-8	-3	0	-11	-12	1	18
O=C(COc1cccc(-n2cnnn2)c1)NC1CCCCC1	0.1	2	-8	-9	6	6	-6	10	-9
CC(=O)c1ccc(N2CCN(CC(=O)Nc3ccccc3N3CCOCC3)CC2)cc1	2.0	-7	8	-12	1	17	-27	-7	-21
O=C(NNc1ccccc1)c1ccc(Cl)c(Cl)c1	0.4	-1	-32	/	7	-7	/	-6	-6
COCCn1c(SCC(=O)Nc2ccc(Cl)cn2)nc2ccccc21	1.4	-10	1	-3	3	9	-16	-6	-39
O=c1c2ccccc2ncn1-c1ccc(Cl)cc1	0.6&2.5	-4&-2	-25&-17	0&-6	6&1	-9&-13	-27&5	6&-1	-1&15
COc1ccc(NC(=O)C2C3CCC(O3)C2C(=O)O)cc1OC (stereo not given)	0.7	-3	0	-4	3	16	-8	-24	-9
COc1cc(/C=C/C(=O)O)ccc1OCc1ccccc1C#N	0.1	-2	16	-4	8	10	-8	-5	-4
O=C(Nc1ccc2c(c1)OCO2)C1CCN(Cc2cc3c(cc2O)OCO3)CC1	0.5	-6	13	-3	1	-2	-6	-10	-5
O=S(=O)(NC1CCCc2ccccc21)c1cnc[nH]1 (stereo not given)	0.3	-2	15	-2	3	14	3	-11	-11
CCOc1ccc(NC(=O)CCc2ccc(C)o2)cc1	0.5	-2	-20	2	-2	3	-8	-8	-2
Cc1ccc2c(c1)nnn2C1CCN(CC(=O)NNC(=O)c2ccco2)CC1	0.1	-2	-1	-12	2	22	-10	-9	-18
O=C(CSc1nnc(SCc2ccccc2Cl)s1)N/N=C/c1c[nH]c2ccccc12	0.1	-5	9	-1	0	11	3	-9	-6
COc1cccc(CNc2ncnc3ccc(-c4c(C)noc4C)cc23)c1	6.5	-1	15	-8	5	-9	-21	17	-9
O=C(Cn1nnc(-c2ccccc2)n1)N/N=C/c1cc([N+](=O)[O-])ccc1O	0.7	-3	-5	-7	4	6	-8	-12	-7
Going on with the list:
SMILES	CHO-K1 Ca ag	CHRM1 agonist	TAAR1 antag	OXTR potentiate	TAAR1 ag	M1 PAM parental	CHO parental Ca	CHRM1 antagonist	CHO-K1 Ca antag
C/C=C/C(=O)OCC(=O)Nc1ccc(F)cc1Cl	-0.2	-2	-4	-5	4	16	-9	-26	-10
Cc1ccc(NC(=O)C(=O)NCC2CCCN2S(=O)(=O)c2cccs2)cc1 (stereo not given)	2.3	-4	11	-4	0	18	-20	-12	-1
CC(C)(O)CN(C(=O)c1ccccc1)C1CCCCC1	-0.1	-1	-13	/	1	-22	/	-11	4
CC1CC(C)CN(S(=O)(=O)c2ccc(C(=O)Nc3sccc3C(N)=O)cc2)C1 (stereo not given)	0.3	-2	9	-3	1	30	-5	-9	-18
COC(=O)CNS(=O)(=O)c1ccc(Cc2ccc(S(=O)(=O)NCC(=O)OC)cc2)cc1	5.6	-2	/	-8	/	8	1	-10	-7
Cc1ccc(C)c2sc(NC(=O)c3ccc(N4CCCCC4)c([N+](=O)[O-])c3)nc12	1.1	-2	2	0	2	0	7	-16	-18
COc1ccc(CNC(=S)Nc2ccc(S(N)(=O)=O)cc2)cc1	0.0	-3	16	-2	6	1	2	1	-5
Cc1ccc(NC(=O)c2ccc(CNc3c(N4CCOCC4)c(=O)c3=O)cc2)cc1	0.6	-5	-8	-4	0	21	-4	-1	-8
COC(=O)Nc1ccc(NC(C)=O)cc1	0.4	-3	5	5	7	19	1	4	-7
Cc1ccc(Nc2ccc(C(=O)O)cc2N)cc1	/	/	-1	-17	0	/	-4	/	/
COc1ccc(N(CC(=O)N2CCc3ccccc32)S(=O)(=O)c2c(C)n[nH]c2C)cc1	2.6	-6	19	-8	5	18	-25	1	-15
Cn1nc(-c2ccccc2)c(N2CCCCC2)cc1=O	0.3	-2	12	-1	0	1	-1	-25	-11
Cc1onc(-c2ccccc2)c1C(=O)N1CCN(S(=O)(=O)c2ccc(Cl)cc2)CC1	1.5	-8	3	-10	4	14	-18	-14	-3
COc1cc(NC(=O)Nc2nc(C(N)CCc3ccccc3)cs2)cc(OC)c1OC (stereo not given)	0.1	-2	5	/	2	28	/	-5	-13
CCOC(=O)c1c(S(=O)(=O)NCC(=O)NCc2cccc(C)c2)c(C)n(C)c1C	-0.2	-14	-11	-4	-1	9	-19	-11	-19
CCCCCC(=O)Nc1cccc(C2=NOC3(C2)C[C@@H](C(N)=O)N(C(=O)c2cc([N+](=O)[O-])cc([N+](=O)[O-])c2C)C3)c1 (stereo not given in full)	-0.5	-3	-3	-6	5	-16	-4	-2	-6
COc1ccc(CCNC(=O)c2ccc(Cl)cc2)cc1	0.1	-4	16	-9	32	2	-4	4	-5
COC(=O)[C@H](C)N(Cc1ccc(Cl)c(Cl)c1)S(=O)(=O)CCN1CCN(c2ccccc2)CC1	0.5	-3	-16	/	0	18	-27	-2	-3
COc1ccccc1-c1c(C(F)(F)F)oc2cc(OCC(=O)Nc3ccccc3C(F)(F)F)ccc2c1=O	0.0	-5	-13	-3	0	22	-14	-3	-8
O=C(COc1ccccc1)NC1CCCCC1	-0.2	-4	-10	-3	3	-6	-9	-7	0
O=C(Nc1ccccc1)c1ccc(OC(=O)c2ccccc2)cc1	-0.5	-5	2	3	0	8	-8	-13	-2
O=CNCCCc1nc2ccccc2n1Cc1cccc2ccccc12	2.4	0	-9	-12	14	11	-16	17	-17
COc1ccc(OCC(=O)Nc2cccc(C(=O)Nc3ccccc3C(=O)O)c2)cc1	-0.4	-2	-20	-1	-1	3	-2	-5	-6
CCCCN(CCCC)C(=O)CSc1nnc2n(C)c(=O)c3c4c(sc3n12)CCCC4	0.2	-4	4	/	4	10	/	3	-3
CC(NC1CCCC1)c1ccccc1 (stereo not given)	0.3	-5	11	-2	0	16	-5	-4	-13

Entries from the list above that have a furan ring, fused or not (3):
SMILES	CHO-K1 Ca ag	CHRM1 agonist	TAAR1 antag	OXTR potentiate	TAAR1 ag	M1 PAM parental	CHO parental Ca	CHRM1 antagonist	CHO-K1 Ca antag
COc1ccc(CNC(=O)C(C)n2nc(C)n3c(cc4occc43)c2=O)cc1 (stereo not given)	0.2	-1	-26	-4	0	-9	-18	-8	0
CCOc1ccc(NC(=O)CCc2ccc(C)o2)cc1	0.5	-2	-20	2	-2	3	-8	-8	-2
Cc1ccc2c(c1)nnn2C1CCN(CC(=O)NNC(=O)c2ccco2)CC1	0.1	-2	-1	-12	2	22	-10	-9	-18

The list continues.
SMILES	CHO-K1 Ca ag	CHRM1 agonist	TAAR1 antag	OXTR potentiate	TAAR1 ag	M1 PAM parental	CHO parental Ca	CHRM1 antagonist	CHO-K1 Ca antag
CCOC(=O)N1CCN(C(=S)NC(=O)c2ccnn2C)CC1	0.8	-1	-10	0	0	4	-2	-2	0
Cc1nc2ccccn2c1C(=O)NCc1ccc2c(c1)OCO2	9.8	5	8	-12	6	8	-1	-4	-11
CN1CCN(CC(=O)C23CC4CC(CC(C4)C2)C3)CC1	-0.2	-3	10	-12	7	-4	-11	-15	-13
Cc1c([N+](=O)[O-])nnn1-c1cc(Cl)cc(Cl)c1	-0.6	-7	/	8	/	14	-12	-9	-16
Cc1cc(C)nc(NS(=O)(=O)c2ccc(Br)s2)c1	0.5	-6	-21	-5	1	15	-2	-5	-3
O=C(Cc1cccc(NC(=O)C2CCCN(C(=O)C3CCC3)C2)c1)Nc1cccc(C(=O)N2CCCCC2)c1 (stereo not given)	-0.1	-5	-9	/	4	13	/	-7	-15
CN(C)c1ccc(-c2ccnc3c2CC(C)(C(=O)Nc2cccc(OC(F)(F)F)c2)O3)cc1 (stereo not given)	0.1	-3	-46	/	1	10	/	-11	-6
O=C(NCCCN1CCCCC1)c1ccc2c(c1)NC(=O)c1ccccc1S2	0.7	-6	1	-13	0	10	-24	43*	-12
COc1cccc(NC(=O)N(C)C[C@H]2OCc3cn(nn3)CCCC(=O)N([C@@H](C)CO)C[C@@H]2C)c1	-0.9	-4	2	/	-1	-13	/	4	22
Cc1ccc(-n2nnc3c(=O)n(CC(=O)NCc4ccco4)cnc32)cc1	0.4	-4	-4	1	0	13	-15	-3	-7
COc1ccc(/C=N/n2cnc3c([nH]c4ccccc43)c2=O)cc1CO	0.9	-2	26	-3	2	-4	-4	7	0
COc1cccc(CNC(=O)C(=O)NCCc2ccc(OC)c(OC)c2)c1	-0.5	-6	8	2	-2	4	-4	-2	-3
O=C(COC(=O)/C=C/c1ccc(Br)o1)Nc1cccc(S(=O)(=O)N2CCOCC2)c1	3.5	2	-15	-5	3	12	-7	-16	-19
CC(OC(=O)/C=C/c1cccc(F)c1)C(=O)NC1CCCCC1C (stereo not given)	0.1	-1	-26	-9	-1	6	-17	-4	-1
